# Screening data as filed in PubChem BioAssay.
# eIF4E 4G PPI – blocks eIF4E binding to eIF4G | P63073+Q04637 | TR-FRET eIF4E-eIF4GI(517-606) binding, 2 h | inhibition, % at 21.7 µM | 220,000 compounds, 0.37% hits;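 active means inhibition above about 30%, limit read from the data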;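 further: 0% = full FRET control wells and 100% = background wells lacking eIF4GI fragment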
# NPY-Y2 PAM-ag – potentiates or activates human NPY-Y2 receptor | activation, % at 3.6 µM | 220,000 compounds, 0.45% hits | P49146 | cells expressing NPY-Y2, potentiator/agonist read-out; in the data active means activation above about 27%;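 further: cells stimulated with NPY near EC25 plus isoproterenol at EC100; 0% = vehicle plus submaximal agonist and 100% = vehicle plus saturating agonist; some results beyond the cut were filed as inactive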
# NPY1 pot ag – potentiators or agonists of human neuropeptide Y receptor Y1; activation, % at 3.6 µM; P25929; NPY-Y1 expressing cells, potentiator/agonist activation; 220,000 compounds, 0.37% hits; AID 1304; in the data active means activation above about 33%, passing the limit was not always enough;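 further: cells stimulated with NPY at EC10 then isoproterenol at EC100; 0% = low agonist plus stimulus and 100% = saturating agonist plus stimulus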
# Target sequence (P25929 whole entry, looked up): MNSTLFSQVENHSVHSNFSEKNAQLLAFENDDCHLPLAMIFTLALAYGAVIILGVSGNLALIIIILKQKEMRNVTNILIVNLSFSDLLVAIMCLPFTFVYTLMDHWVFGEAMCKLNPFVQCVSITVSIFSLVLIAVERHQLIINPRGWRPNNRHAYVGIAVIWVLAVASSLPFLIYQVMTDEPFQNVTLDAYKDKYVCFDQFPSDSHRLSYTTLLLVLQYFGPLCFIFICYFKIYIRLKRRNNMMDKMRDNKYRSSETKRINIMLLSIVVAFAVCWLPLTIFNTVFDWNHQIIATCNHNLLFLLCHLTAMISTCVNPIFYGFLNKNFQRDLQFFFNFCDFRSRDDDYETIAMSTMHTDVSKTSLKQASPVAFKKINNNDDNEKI
# NPY Y1 blocker – blocks the human neuropeptide Y Y1 receptor; P25929; HEK293-CNG Y1 cells, membrane potential fluorescence; NPY at EC95, then isoproterenol; 200,000 compounds, 1% hits; inhibition, % at 3.6 µM;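 active means inhibition above the campaign mean inhibition of all tested compounds plus 3 SD, cut at about 20% in these data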;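 further: 0% = DMSO wells given NPY plus isoproterenol and 100% = isoproterenol alone without NPY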
#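 Material: HEK293 Y1/CNG channel cell line | Also added: NPY (25 nM), isoproterenol (1 µM), Ro 20-1724 (25 µM) | Compound: One concentration, 3.6 µM, in 0.4% DMSO | Schedule: 3 h dye uptake, 1 h room-temperature compound, 45 min post-isoproterenol | Signal: Membrane-potential fluorescent dye readout | Read-out: % inhibition of NPY effect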
# EP2 mod – modulates human prostaglandin E2 receptor EP2 signaling; induction, % at 25 µM; EP2-expressing cells, cAMP HTRF FRET, PGE2 co-stimulation; AID 940; 260,000 compounds, 0.83% hits;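 active means compounds whose cAMP rise, as percent of the full-agonist control response, exceeds 60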;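 further: rat C6 glioma line stably carrying human EP2 under a CMV promoter; the protocol text gives 20 µM as final concentration; 100% = response of wells given 1 µM PGE2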
# Target sequence (P43116 whole entry, looked up): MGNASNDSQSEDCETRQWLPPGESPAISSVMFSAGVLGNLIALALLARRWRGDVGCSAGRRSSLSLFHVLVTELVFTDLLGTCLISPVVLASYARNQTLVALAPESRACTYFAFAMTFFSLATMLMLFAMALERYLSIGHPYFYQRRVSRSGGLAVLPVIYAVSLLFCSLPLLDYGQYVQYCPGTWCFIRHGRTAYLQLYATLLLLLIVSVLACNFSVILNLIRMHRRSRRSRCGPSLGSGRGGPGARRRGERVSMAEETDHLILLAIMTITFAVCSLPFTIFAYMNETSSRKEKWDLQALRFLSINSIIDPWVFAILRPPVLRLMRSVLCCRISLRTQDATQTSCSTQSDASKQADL
# S1P4 agonist – activates the human S1P4 receptor | O95977 | S1P4-expressing cell line, agonist reporter assay | activation, % at 4.98 µM | 220,000 compounds, 0.35% hits | AID 1509; in the data active means activation above about 11%;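 further: 0% = DMSO vehicle and 100% = reference agonist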
# EP2 antag – blocks the human prostaglandin E2 receptor EP2. C6 glioma cells expressing human EP2, cAMP TR-FRET; cells stimulated with saturating PGE2. inhibition, % at 25 µM. 260,000 compounds, 0.52% hits. AID 1422;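 active means percent inhibition above 40 after rounding to a whole number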;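 further: rat C6 glioma host cells with rolipram phosphodiesterase inhibitor present; the protocol text gives 20 µM as final concentration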
# S1P4 antag – human S1P4 receptor antagonism. O95977. S1P4-expressing cells, antagonist mode, reporter read-out. inhibition, % at 4.98 µM. 220,000 compounds, 0.26% hits; in the data active means inhibition above about 29%;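 further: 0% = wells stimulated with agonist and 100% = vehicle wells without agonist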
# p97 ATPase inh – inhibitors of human p97 ATPase; P55072; recombinant p97 ATPase, Kinase-Glo ATP luminescence, 3 h; inhibition, % at 8 µM; 220,000 compounds, 0.42% hits; AID 1481; in the data active means inhibition above about 15%;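 further: 0% = DMSO vehicle and 100% = wells lacking enzyme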
# Numbers without * were called inactive; . = no result given; & = joins results of further samples; [ ] = remark or other dose. This is a subset; count on the stated rates, not on these rows.
SMILES,eIF4E 4G PPI,NPY-Y2 PAM-ag,NPY1 pot ag,NPY Y1 blocker,EP2 mod,S1P4 agonist,EP2 antag,S1P4 antag,p97 ATPase inh
CCC1CCCCN1C(=O)CSc1nnc(-c2ccco2)o1 (configuration not stated),0.0,8.5,-14.1,1.9,20.4,0.2,12.9,-13.3,2.6
O=Nc1c(-c2cccc([N+](=O)[O-])c2)nc2ncccn12,12.3,7.7,19.9,.,-54.9,-1.3,10.1,-0.9,8.4
COc1ccc(S(=O)(=O)NC2CCCCC2)cc1C,-1.7,-5.7,-6.9,7.7,5.7,0.5,-6.4,-6.9,0.3
O=C1CC(c2ccccc2)n2nc(NC(=O)c3cccs3)nc2N1 (configuration not stated),-1.4,2.0,-2.6,8.4,14.6,0.0,.,1.2,2.0
CC(NS(=O)(=O)/C=C/c1ccccc1)c1ccccc1 (configuration not stated),0.5,15.4,3.7,-0.6,-12.3,0.0,5.6,-4.0,5.4
Cc1ccc(NC(=O)Nc2ccccc2CC[N+](=O)[O-])cc1,-1.4,3.0,10.2,0.7,-59.3,-0.6,3.4,3.5,5.4
CCO/C(C)=C1\N=C(c2ccc(Cl)cc2)OC1=O,2.7[fluorescence artefact?],8.4,11.6,-0.7,42.9,0.8,11.0,-0.5,3.1
FC(F)(F)c1n[nH]c(=S)n1/N=C/c1ccco1,0.2,0.8,0.2,4.0,-9.3,-1.1,6.0,0.3,6.8
CC(=O)N1CCc2cc(C(=O)CN3CCN(c4ccccn4)CC3)ccc21,-1.7,5.9,-21.6,.,-13.6,0.2,8.5,18.1,-4.0
O=C(COC(=O)c1cc(Cl)ccc1[N+](=O)[O-])NCc1ccc(Cl)cc1Cl,1.9[fluorescence artefact?],14.0,-8.3,9.6,-43.8,0.6,4.3,-13.6,-5.1
Cc1cccc(NC2=C(Cl)C(=O)OC2OC(=O)c2ccco2)c1 (configuration not stated),3.8,-0.1,-4.3,-0.4,15.1,0.3,4.6,11.9,5.1
CC(C)(C)C(=O)COC(=O)CCc1nc2ccccc2[nH]c1=O,5.3,-1.3,3.0,6.7,4.8&-0.6,0.6,12.2&17.8,-7.7,2.4
CCOC(=O)c1c(NC(=O)CSc2nnc(C)s2)sc2c1CCCCC2,15.4,-16.5,-22.5,39.2*,43.0,0.3,6.0,0.3,-2.6
COC(=O)C1(C(O)C(=O)c2ccc(C)cc2C)CCCCC1 (configuration not stated),1.4,1.9,-10.4,5.5,18.1,1.8,6.7,-5.8,-0.5
COCCNC(=O)CN(C(=O)CCC(=O)Nc1cc(C)on1)c1cccc(C)c1C,0.6,-10.0,21.8,3.0,1.6,0.5,14.4,-9.3,-0.8
O=C(NCCc1ccccc1)C(c1cccs1)N(C(=O)c1csnn1)C1CC1 (configuration not stated),0.9,-3.5,-5.2,8.7,3.4,2.4,3.7,-1.5,-8.1
CCOc1cccc(CNCc2cccnc2)c1OCc1ccccc1,-0.4,-9.6,-3.9,14.1,3.1,1.9,9.7,-20.0,-2.2
O=C1C2CC=CCC2C(=O)N1c1n[nH]c(-c2ccccc2)n1 (configuration not stated),8.3,-8.6,-7.6,-2.6,27.4,1.7,17.2,-6.7,-5.8
Cc1cc(C)cc(NC(=O)N2CCCN(Cc3c(F)cccc3Cl)CC2)c1,-2.7,-3.1,6.0,.,-29.3,-0.1,13.3,9.3,0.4
CC(C)c1ccc(Nc2c([N+](=O)[O-])c(=O)n(C)c3ccccc23)cc1,-2.9,5.9,0.2,.,5.5,-1.1,-0.1,4.4,-4.0
CCNc1sc(C(=O)c2cccs2)c(N)c1C#N,-8.5,9.4,-11.7,-0.9,-37.8,0.1,6.7,0.9,0.8
O=c1c2ccccc2nnn1Cc1ccccc1,4.3,-21.3,10.4,.,10.9,-1.0,10.1,-6.0,9.2
COc1ccc(CN2C(=O)c3cccnc3C2Nc2cc(Cl)ccc2OC)cc1 (configuration not stated),98.8*,-7.0,-8.5,-0.1,22.1,0.7,4.7,0.3,3.2
C/C(N)=C(/C#N)C(=O)CSc1nc2ccccc2c(=O)n1Cc1ccc(F)cc1,21.5,-2.0,6.6,.,10.3,0.6,9.9,-0.3,-3.8
CNC(=S)Nc1cccc(C(C)=O)c1,2.0,3.5,11.7,-4.1,-2.2,1.4,9.6,4.1,1.9
COc1ccc(C)cc1S(=O)(=O)Nc1ccc(F)c(Cl)c1,5.0,3.0,0.1,-4.9,7.2,2.2,10.1,-3.2,-5.4
CSC1=C(C#N)C(c2ccccc2Cl)C(C(=O)c2cccs2)C(O)(C(F)(F)F)N1 (configuration not stated),1.7,5.1,-15.1,2.5,29.9,0.2,13.9,-24.1,-2.0
CCc1nnc(NC(=O)Cc2sc(C)nc2-c2ccc(C)cc2)s1,0.3,-3.5,-10.2,2.2,-2.5,1.3,7.8,-17.9,1.7
CC(C)c1ccc(C(O)P(=O)(OC2CCCCC2)OC2CCCCC2)cc1 (configuration not stated),0.3,10.4,26.4,.,29.1,1.4,10.6,-2.1,-5.3
COc1ccc(S(=O)(=O)N(CCCN2CCOCC2)Cc2ccc(OC)c(OC)c2)cc1,-6.2,7.4,13.0,-1.1,7.4,2.0,6.9,-13.0,-0.9
Cc1cccc(N2CCN(C(=O)CC(NC(=O)c3ccccc3Cl)c3ccccc3)CC2)c1C (configuration not stated),-2.0,-15.2,-43.7,1.9,2.4,1.7,11.0,-8.2,2.7
Cc1nc(CC(=O)NNS(=O)(=O)c2ccc(F)c(Cl)c2)cs1,-2.5,7.6,5.7,2.4,34.5,4.9,10.3,-2.2,1.7
Cc1csc(NC(=O)c2cc3c(C)nn(Cc4ccccc4Cl)c3s2)n1,-2.2,8.8,10.1,-2.1,-22.0,0.5,9.0,11.7,4.0
CCC(OC(=O)C(NC(=O)c1ccccc1)c1ccccc1)C(=O)Nc1cc(C)on1 (configuration not stated),-3.6,10.4,4.7,8.4,-0.2,-0.4,9.9,17.7,1.1
COc1cccc(CN2CCNC(=O)C2CC(=O)N2CCCCO2)c1OC (configuration not stated),0.0,-13.0,-4.1,4.0,-0.5,3.8,-0.3,-0.3,3.0
Cc1ccc(-n2nnnc2SCC(=O)c2ccc3c(c2)NC(=O)CO3)c(C)c1,-39.6,-15.3,-9.9,-0.4,-37.5,1.1,25.1,-8.8,-5.0
CC1Oc2ccccc2N(CC(=O)c2ccc(F)cc2)C1=O (configuration not stated),-4.1,10.0,16.4,4.4,8.6&15.5,-1.9,19.0&4.8,3.0,3.6
CCc1ccc2[nH]c(=O)c(CN(Cc3ccccc3OC)Cc3nnnn3Cc3ccco3)cc2c1,4.9,6.8,-2.2,12.6,22.3,3.2,4.8,-12.6,2.6
CCOc1ccc(NC(=O)CSc2nnc(CCNC(=O)c3ccc(OC)cc3)n2CC)cc1,8.3,0.4,10.8,3.4,23.4,1.7,.,2.6,2.5
COc1ccccc1/C=C/C=N/N1CCN(Cc2ccccc2)CC1,-1.6[fluorescence artefact?],-25.8,-27.2,5.7,-61.2,-0.7,11.6,-8.1,-5.4
O=C(O)CCc1nc(-c2ccccc2)no1,-6.3[fluorescence artefact?],-9.8,6.8,0.2,30.8,-0.3,8.7,-4.6,-1.0
N/C(=N\N=C\c1ccc2c(c1)OCO2)c1nonc1N,7.5,0.1,3.5,3.8,4.8,1.1,5.2,-11.7,-5.6
Cc1cc(N2CCN(C3CCCCC3)CC2)n2nc(C)nc2n1,0.8,4.8,-24.5,7.4,4.6,0.6,6.3,4.8,-0.9
O=C(CS(=O)(=O)c1cn(Cc2cccc(F)c2)c2ccccc12)N1CCCCC1,-1.3[fluorescence artefact?],10.4,-2.2,4.0,-10.4,4.0,8.1,-14.7,-0.4
O=C(/C=C/c1ccc(O)c(O)c1)c1ccccc1O,1.0,-12.1,17.1,.,-44.5,-0.5,7.9,6.0,11.9

# Full records, quoted from the list:
# Profile of `O=Nc1c(-c2cccc([N+](=O)[O-])c2)nc2ncccn12` → eIF4E 4G PPI = 12.3; NPY-Y2 PAM-ag = 7.7; NPY1 pot ag = 19.9; NPY Y1 blocker = .; EP2 mod = -54.9; S1P4 agonist = -1.3; EP2 antag = 10.1; S1P4 antag = -0.9; p97 ATPase inh = 8.4
# Profile of `COc1cccc(CN2CCNC(=O)C2CC(=O)N2CCCCO2)c1OC` (configuration not stated) → eIF4E 4G PPI = 0.0; NPY-Y2 PAM-ag = -13.0; NPY1 pot ag = -4.1; NPY Y1 blocker = 4.0; EP2 mod = -0.5; S1P4 agonist = 3.8; EP2 antag = -0.3; S1P4 antag = -0.3; p97 ATPase inh = 3.0

# (list continues)
SMILES,eIF4E 4G PPI,NPY-Y2 PAM-ag,NPY1 pot ag,NPY Y1 blocker,EP2 mod,S1P4 agonist,EP2 antag,S1P4 antag,p97 ATPase inh
Cn1cnc([N+](=O)[O-])c1Nc1cccc(O)c1,-13.1,11.8,-8.2,3.1,-23.0,-3.1,7.6,2.0,1.9
CC(=O)O/N=C/c1c(Cl)n(C)c2ccccc12,0.5,-8.6,-6.8,5.1,21.7,-1.0,5.8,-4.6,1.8
CC1CC(=O)Nc2ccccc2N1C(=O)CN1CCN(C=O)CC1 (configuration not stated),0.3,-7.5,-4.7,4.9,19.9,-0.4,4.3,-10.3,2.5
COC(=O)c1c(C)oc2ccc(NS(=O)(=O)c3cccs3)cc12,7.3[fluorescence artefact?],9.9,-30.8,5.9,-45.0,0.0,6.9,-1.5,1.4
CCOC(=O)C1CCCN(C(=O)c2ccc([N+](=O)[O-])cc2)C1 (configuration not stated),3.9,6.3,10.7,3.1,-6.3,-1.3,7.3,-4.3,-7.3
CCOc1ccc2[nH]cc(C(=O)N3CCN(CC)CC3)c(=O)c2c1,5.7,-8.9,-3.0,-2.2,8.3,-0.1,7.5,-17.9,3.1
O=C(Nc1nnc(CCN2CCCCC2)s1)c1cccc(Cl)c1,3.5,-8.6,-1.6,.,-2.4,0.4,6.2,6.0,2.2
N=c1n(Cc2ccccc2)c2ccccc2n1Cc1ccccc1,-0.4,29.8,-1.3,16.6,-32.9,2.2,15.6,-3.7,0.0
O=C(CS(=O)(=O)Cc1ccccc1)N1CCN(c2cccc(C(F)(F)F)c2)CC1,-2.0,-17.9,-34.6,2.5,-0.1,-0.8,8.7,-17.3,3.0
CCOC(=O)CN=C/C(C(C)=O)=C(/C)O,9.8,-6.8,-5.3,-2.2,5.1,0.4,6.2,-18.2,1.2
CCN1CCN(Cc2nc3c(c(=O)n(C)c(=O)n3C)n2CCc2ccccc2)CC1,7.8,1.7,-23.9,9.4,13.3,0.3,10.8,14.6,-0.4
CCCc1nn(C)c2c1C(c1cccnc1)C(C#N)=C(N)O2 (configuration not stated),1.9,10.9,-8.7,0.7,5.2,-0.2,9.7,-18.1,2.4
COc1ccc(CN2CCCC(C(=O)c3cccc(OC(C)C)c3)C2)cc1Cn1cccn1 (configuration not stated),-0.1,-6.5,7.9,8.7,21.3,1.2,5.1,-13.0,0.0
CCS(=O)(=O)N1CCCC(C(=O)NCCCN2CCCC2=O)C1 (configuration not stated),-4.0,1.7,1.7,7.7,-2.6,1.5,7.3,8.6,1.6

# Part of the list above, limited to S1P4 antag.
Molecule,S1P4 antag
Cn1cnc([N+](=O)[O-])c1Nc1cccc(O)c1,2.0
CC(=O)O/N=C/c1c(Cl)n(C)c2ccccc12,-4.6
CC1CC(=O)Nc2ccccc2N1C(=O)CN1CCN(C=O)CC1 (configuration not stated),-10.3
COC(=O)c1c(C)oc2ccc(NS(=O)(=O)c3cccs3)cc12,-1.5
CCOC(=O)C1CCCN(C(=O)c2ccc([N+](=O)[O-])cc2)C1 (configuration not stated),-4.3
CCOc1ccc2[nH]cc(C(=O)N3CCN(CC)CC3)c(=O)c2c1,-17.9
